Tn6 DDE FP: disrupts Tn6 cyclic peptide binding to fibrin D-Dimer-E complex. P02675. inhibition, % at 8.3 µM. 370,000 compounds, 0.21% hits. Fibrin DD(E) TRITC-Tn6 fluorescence polarization displacement;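 active = inhibition above a per-campaign cutoff: mean of compounds within control limits plus 3 SD, cut at about 15% in these data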;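 also: 0% = median of all compound wells on the plate and 100% = blocking peptide control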
ADAM10 inh: inhibitors of human ADAM10; 370,000 compounds, 0.62% hits; inhibition, % at 7 µM; recombinant ADAM10, EDANS/DABCYL FRET peptide cleavage, 3 h; AID 720582; O14672;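 active = inhibition above a per-campaign cutoff equal to the mean of compounds falling between control-based bounds plus 3 SD, cut at about 20% in these data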;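 also: 0% = DMSO wells while the 100% control is not disclosed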
PLCg1 inh: PLC-gamma1 (human) inhibition, primary screen | P19174 | purified PLC-gamma1, fluorogenic substrate, fluorescence | inhibition, % at 12.2 µM | 370,000 compounds, 0.84% hits; in the data active = inhibition above about 9.5%
ADAM17 inh: ADAM17 inhibition, QFRET primary screen | P78536 | recombinant ADAM17, EDANS/DABCYL FRET peptide cleavage | inhibition, % at 6.95 µM | 370,000 compounds, 0.83% hits | AID 720648;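 active = inhibition above the mean of compounds lying between control limits plus 3 SD, set per campaign, cut at about 8.5% in these data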;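 also: 0% = DMSO-only wells as the low control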
ASAP1 inh: ASAP1 ArfGAP inhibition | ASAP1-stimulated ARF1 GTP hydrolysis, GDP FP detection | 360,000 compounds, 0.19% hits | inhibition, % at 16.5 µM | AID 624377; in the data active = inhibition above about 25%;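 also: 0% = vehicle with enzyme and substrate and 100% = no enzyme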
DDE Tn7 FP inh: inhibitors of Tn7 peptide binding to human fibrin DD(E); P02675; FP displacement of FITC-Tn7 peptide from fibrin DD(E); 0% = median of compound wells per plate; inhibition, % at 8.3 µM; 370,000 compounds, 0.13% hits;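 active = inhibition above the mean of compounds falling within the control limits plus 3 SD of them, cut at about 14% in these data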;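 also: 0% = plate median of compound wells and 100% = 10 µM Aha-Tn7 peptide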
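Also added: labelled Tn7 tracer, 0.1 µM; Assay system: human fibrin DD(E) protein; Amount: 2 µM fibrin DD(E); Schedule: 10 min compound pre-incubation, 3 h probe incubation at room temperature; Repeats: one replicate per compound; Read-out basis: percent inhibition; Measured by: fluorescence polarization of the labelled Tn7 tracer.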
LEDGF integ inh: blocks HIV-1 LEDGF/p75-dependent DNA integration; inhibition, % at 3.7 µM; 370,000 compounds, 0.64% hits; TR-FRET IN-LEDGF/p75 DNA integration, Eu/Cy5;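 active = inhibition above the screen-wide mean plus 3 SD, cut at about 13% in these data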;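 also: signal is the Cy5 over europium emission ratio at 671 and 618 nm; 0% = plate median of compound wells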
TDP2 absorb: blocks human TDP2 phosphodiesterase activity; AID 720702; inhibition, % at 12.8 µM; O95551; 370,000 compounds, 0.34% hits; recombinant TDP2, T5PNP hydrolysis, p-nitrophenol absorbance 415 nm;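 active = inhibition above the mean of all tested compounds plus 3 SD, set per campaign, cut at about 25% in these data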;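 also: 0% = DMSO with enzyme and 100% = buffer with substrate but no TDP2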
Target sequence (O95551 whole entry, looked up): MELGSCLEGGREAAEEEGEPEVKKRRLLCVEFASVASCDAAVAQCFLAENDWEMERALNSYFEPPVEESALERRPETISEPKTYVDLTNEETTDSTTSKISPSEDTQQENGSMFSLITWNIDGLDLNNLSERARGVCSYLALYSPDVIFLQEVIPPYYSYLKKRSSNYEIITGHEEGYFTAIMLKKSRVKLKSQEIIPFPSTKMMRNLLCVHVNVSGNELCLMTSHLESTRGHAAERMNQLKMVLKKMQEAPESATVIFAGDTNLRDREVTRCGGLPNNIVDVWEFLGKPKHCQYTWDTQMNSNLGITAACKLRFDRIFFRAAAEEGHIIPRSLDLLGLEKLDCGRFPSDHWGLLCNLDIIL
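Test system: human TDP2 enzyme; Input: 120 nM TDP2 per well; Buffer or medium: Mg2+-containing Tris-HCl buffer, pH 7.5; Reagent: 5 mM T5PNP; Dosing: 12.8 µM single point, 1% DMSO; Incubation: reaction 2 h, 37 °C; Detection: p-Nitrophenol epi absorbance; Read-out: % inhibition relative to enzyme-containing and enzyme-free wells; Replicates: single well per compound.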
proKLK7 act: activators of human kallikrein-7 zymogen | P49862 | 370,000 compounds, 0.9% hits | purified proKLK7, EDANS-DABCYL substrate fluorescence; 100% is mature enzyme control, 0% vehicle | activation, % at 7 µM | AID 652039;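 active = activation above the mean of all tested compounds plus 3 SD, computed per campaign excluding outliers beyond control limits, cut at about 13% in these data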
Target sequence (P49862 whole entry, looked up): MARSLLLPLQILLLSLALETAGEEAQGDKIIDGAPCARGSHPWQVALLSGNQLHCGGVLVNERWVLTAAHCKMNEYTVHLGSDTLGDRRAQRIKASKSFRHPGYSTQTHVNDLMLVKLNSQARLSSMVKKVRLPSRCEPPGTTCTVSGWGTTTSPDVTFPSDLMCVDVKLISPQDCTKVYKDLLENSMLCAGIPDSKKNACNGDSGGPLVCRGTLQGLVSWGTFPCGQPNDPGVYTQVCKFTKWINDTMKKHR
ARFGAP1 inhibitor: rat ARFGAP1 inhibition. 360,000 compounds, 0.26% hits. AID 651572. inhibition, % at 16.5 µM. Arfgap1-stimulated ARF1 GTP hydrolysis, GDP FP detection. Q62848;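 active = inhibition above a per-plate limit, mean inhibition of low control wells plus 3 SD, cut at about 25% in these data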;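 also: 0% = DMSO wells with enzyme and 100% = wells lacking Arfgap1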
Target sequence (Q62848 1-136 limits assumed): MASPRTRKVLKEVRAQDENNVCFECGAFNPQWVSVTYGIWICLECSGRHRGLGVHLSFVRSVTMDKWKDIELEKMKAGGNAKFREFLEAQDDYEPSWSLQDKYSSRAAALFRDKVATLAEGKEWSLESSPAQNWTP
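Material: rat Arfgap1 GAP domain (His6, aa 1-136), purified enzyme. Also added: human ARF1(Δ1-17)-GTP substrate. Compound dosing: 16.5 µM single point, 1.26% DMSO. Timing: enzyme reaction 120 min at 25 °C after 20 min preincubation. Signal: GDP detection by fluorescence polarization. Read-out basis: percent inhibition of GAP-stimulated GDP formation, scaled between DMSO and no-Arfgap1 medians.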
* marks the source's active call; other numbers are inactive results; / = not tested or not shown; & = joins results of further samples.

SMILES	Tn6 DDE FP	ADAM10 inh	PLCg1 inh	ADAM17 inh	ASAP1 inh	DDE Tn7 FP inh	LEDGF integ inh	TDP2 absorb	proKLK7 act	ARFGAP1 inhibitor
Cc1ccn(C(=O)c2ccc(NC(=O)C3CC3)cc2)n1	6	1	1	0	-23	1	5	-2	0.1	7
CCN(CC(=O)Nc1ccccc1C(F)(F)F)C(=O)c1ccccc1Cc1ccccc1	-8	7	1	1	8	-5	4	-10	-0.1	5
CCc1nnc(NC(=O)CSc2nnc(-c3cc4ccccc4cc3O)n2CC)s1	1	11	-29	2	4	0	3	-3	-2.7	-10
O=C(NC1CCCC1)c1cc(S(=O)(=O)N2CCOCC2)c(Cl)cc1Cl	7	1	0	3	-4	-2	-3	-4	-0.5	6
CCC[N+](C)(C)C(C)C(OC(C)=O)c1ccccc1 (configuration not stated)	-3	-1	3	-1	1	-6	3	11	0.3	-7
Cc1ccc(NS(=O)(=O)c2cc(C(=O)Nc3cccnc3)ccc2C)cc1	4	1	7	-3	-2	8	0	-2	0.1	-16
CN(C)c1ccc(S(=O)(=O)NCC(=O)NCCOc2ccccc2F)cc1[N+](=O)[O-]	8	-6	0	-2	-4	5	-1	5	-0.3	3
COc1ccc(C(=O)C(=NN)c2ccccc2)cc1	-3	-3	4	0	-7	-1	2	6	-0.5	0
O=C(O)/C=C/c1ccc(S(=O)(=O)N2CCN(CCN3C(=O)C4C5C=CC(C5)C4C3=O)CC2)cc1 (configuration not stated)	6	-2	2	0	-7	-4	0	-1	-1.0	6
Cc1ccc(S(=O)(=O)N2CCC(C(=O)OCC(=O)N(Cc3ccccc3)C(C)(C)C)CC2)cc1C	-7	9	1	3	4	-9	-4	-8	-0.5	2
CC1(C)CCCN(C(=O)N2c3ccccc3Sc3ccccc32)C1	1	8	1	-7	-11	3	-3	-1	-0.1	11
CC(C)(C)c1ccc(C(=O)NCc2ccco2)cc1	0	-1	-1	-1	-5	0	1	5	-0.3	9
Cc1cc(C)n(CCNC(=O)CC2C(=O)NCCN2Cc2ccccc2C(F)(F)F)n1 (configuration not stated)	-3	-19	-3	-2	12	-4	1	5	-0.4	3
O=C(Nc1cccc(Cl)c1)N1CCc2ccccc2C1	3	-3	1	-1	-3	2	-4	2	0.9	2
CC(=O)c1ccc(N2CCN(C(=O)c3ccc(Cl)c(NC4=NC5CS(=O)(=O)CC5S4)c3)CC2)cc1 (configuration not stated)	6	-25	-7	-2	12	-1	2	3	1.5	-13

Three entries out of the list, sorted by formula weight, ascending.
SMILES	Tn6 DDE FP	ADAM10 inh	PLCg1 inh	ADAM17 inh	ASAP1 inh	DDE Tn7 FP inh	LEDGF integ inh	TDP2 absorb	proKLK7 act	ARFGAP1 inhibitor
Cc1ccn(C(=O)c2ccc(NC(=O)C3CC3)cc2)n1	6	1	1	0	-23	1	5	-2	0.1	7
O=C(O)/C=C/c1ccc(S(=O)(=O)N2CCN(CCN3C(=O)C4C5C=CC(C5)C4C3=O)CC2)cc1 (configuration not stated)	6	-2	2	0	-7	-4	0	-1	-1.0	6
CC(=O)c1ccc(N2CCN(C(=O)c3ccc(Cl)c(NC4=NC5CS(=O)(=O)CC5S4)c3)CC2)cc1 (configuration not stated)	6	-25	-7	-2	12	-1	2	3	1.5	-13

(listing goes on)
SMILES	Tn6 DDE FP	ADAM10 inh	PLCg1 inh	ADAM17 inh	ASAP1 inh	DDE Tn7 FP inh	LEDGF integ inh	TDP2 absorb	proKLK7 act	ARFGAP1 inhibitor
O=C(OCC(=O)c1ccc[nH]1)c1ccc(S(=O)(=O)N2CCCCC2)cc1	-4	-1	2	0	13	3	3	-3	0.6	-4
O=C(c1ccc(C(F)(F)F)cc1)C1CCCN(C(=O)c2csnn2)C1 (configuration not stated)	-5	12	6	-1	-1	-2	2	-18	-0.3	8
CC(C)c1ccc(NC(=O)C2C3C=CC(CC3)C2C(=O)O)cc1 (configuration not stated)	8	9	2	-3	5	1	4	1	0.1	6
Cc1nc(-c2ccccn2)sc1C(=O)O	-3	6	2	-2	-3	1	4	-3	0.4	4
Cn1c([N+](=O)[O-])cnc1COC(N)=O	5	5	5	1	1	-2	2	1	-0.1	-6
O=C(/C=C/c1ccc([N+](=O)[O-])cc1)OCC(=O)N1c2ccccc2Sc2ccccc21	4	4	2	-2	3	7	1	-1	0.1	5
CC(=O)Nc1ccc(S(=O)(=O)NC(C)c2ccncc2)cc1 (configuration not stated)	7	-13	1	-4	-7	2	-6	8	0.5	0
C=CCNC(=O)c1sccc1Oc1ccc(F)cc1[N+](=O)[O-]	5	-5	1	1	-6	1	3	-7	0.5	4
COc1ccc(N2C=C3C(=O)C(C)(OC(=O)CCc4ccccc4)C(=O)C=C3C=C2c2ccc(C#N)cc2)cc1 (configuration not stated)	-4	-53	-52	-18	6	8	2	-10	-0.3	-10
CNC(=O)N(O)C1N(/N=C/c2cccs2)C(=S)SC1(C)C (configuration not stated)	2	-5	4	0	-11	1	-7	-7	-0.3	6
CC(C)c1ccc(N(CC(=O)NCc2ccco2)C(=O)CCC(=O)Nc2nccs2)cc1	-2	5	2	2	-11	5	2	3	0.4	10
Cn1c(CC(=O)NNC(=O)c2ccccc2F)nc2ccccc21	0	11	2	5	-15	14*	-3	3	-0.3	-7
C=CCN(C(=O)c1cccc(N2C(=O)C3CC=CC(C)C3C2=O)c1)c1ccccc1 (configuration not stated)	-14	6	-8	3	6	2	1	11	0.1	3
CC1(C)NC(=O)N(CCCCOc2ccc(Br)cc2Cl)C1=O	-3	0	5	3	-16	-4	-2	-2	-0.8	2
CC1CC(C)CN(C(=O)Cn2nnc(-c3ccc(Br)cc3)n2)C1 (configuration not stated)	4	-4	2	-1	9	-1	1	3	1.1	-2
COc1ccc(C(=O)NCC(=O)OCC(=O)c2ccc(Cl)cc2)cc1OC	5	-3	-1	-4	-9	-2	2	-1	0.6	-6
O=C(NC1CCC1)O[C@H]1CC[C@@]23CCCN2C(=O)CCC[C@H]3C1	6	6	2	-1	/	0	2	-6	/	/
O=S(=O)(Nc1ccccn1)c1cccc(S(=O)(=O)c2ccc(Br)cc2)c1	1	0	-1	-2	1	1	-2	-7	0.0	6
COc1ccccc1OCC(O)CN1CCN(CC(=O)Nc2c(C)cccc2C)CC1 (configuration not stated)	5&10	2&-1	1&1	-3&-4	-3&-6	-6&-2	2&-4	6&3	0.8&0.4	-7&17
CCc1ccc(S(=O)(=O)N/N=C(/C)c2ccncc2)cc1	1	-4	-2	-2	4	2	0	-7	-0.2	-8
O=C(NN=C1CCCCC1)c1ccccc1OCc1ccc(F)cc1	5	2	-3	-3	15	6	-2	5	0.1	0
CCOCCCNC(=O)C(NC(=O)c1cnccn1)c1ccc(OC)cc1 (configuration not stated)	-5	2	-3	-1	16	-1	1	6	0.0	8
CCOc1ccccc1NC(=O)C1CCN(C(=O)NCc2ccccc2)CC1	-1	0	-1	0	0	5	-2	8	0.0	9
COc1cc(C(=O)COC(=O)c2cccs2)cc(OC)c1OC	10	4	2	1	9	9	0	6	0.3	-11
Cc1ccc(NC(=S)N(CCCN2CCCC2)Cc2cccn2Cc2ccc(Cl)cc2)cc1C	4	2	3	-2	6	-3	1	-7	0.5	-1
O=C(O)c1ccc(N/N=C/C2=Cc3ccccc3OC2)cc1	-1	-29	-78	-10	0	0	-9	-12	15*	-1
Cn1nccc1-c1cc(Cl)cc(Cl)c1O	-7	-3	-17	-1	15	2	0	0	0.0	-1
COc1ccc(OC)c(S(=O)(=O)N2CCN(C(=O)c3cc(C4CC4)nn3-c3ccccc3)CC2)c1	0	-10	-1	-1	-3	-7	1	-4	-0.1	-1
COc1cccc(C(=O)Nc2sc3c(c2C(=O)O)CCCC3)c1	-1	8	-42	-2	11	-1	-2	-5	-0.7	11
CCc1ccc(CNC(=O)C2CCN(S(=O)(=O)N3CCCC3)CC2)cc1	-7	-2	4	-1	-1	-8	2	2	0.3	3
COc1ccc(N2C(=O)CC(Cc3ccccc3)C2=O)cc1 (configuration not stated)	-10	-4	1	-3	3	-1	6	0	0.1	2
CCOC(=O)C1=CCN(S(=O)(=O)c2ccccc2F)C1c1cccc(C)c1 (configuration not stated)	4	-1	-2	-1	1	-1	4	4	0.0	11
CC1(C)Cc2cccc(OCC(=O)O)c2O1	-5	4	4	0	-1	7	-3	-5	0.3	10
COc1ccc(CNC(=O)C2CCN(S(=O)(=O)c3ccc4nc5c(c(C(=O)O)c4c3)CC(C)CC5)CC2)cc1 (configuration not stated)	-5	-5	-22	-4	-10	1	3	-15	-0.6	0
O=C(Nc1c2c(nn1-c1ccc(F)cc1)CS(=O)C2)c1ccco1 (configuration not stated)	-2	-22	1	-3	9	0	-6	-1	-0.4	13
Cc1cc(NS(=O)(=O)c2ccc(Nc3nc(-c4ccc(O)cc4)cs3)cc2)no1	-7	0	1	-1	11	1	1	10	-0.1	-7
O=C(O)c1oc2ccc(Br)cc2c1-n1cccc1	-4	-8	-6	-5	3	4	3	1	-0.2	-7
O=c1c(/C=N/O)coc2ccc3ccccc3c12	-3	-5	-3	-2	2	-6	8	-3	-2.6	4
Cc1nn(-c2ccccc2)c(C)c1C(=O)NCCc1ccccc1	8	-24	-2	-1	8	1	-2	-5	-0.4	-4
CSc1nc2ncc3c(n2n1)CC(C)(C)CC3=O	-9	-7	-11	-4	-9	1	4	-4	-1.6	3
O=C(C1CCN(c2nnc(-n3cccc3)s2)CC1)N1CCN(c2cccc(C(F)(F)F)c2)CC1	-5	0	1	3	1	-10	-1	-4	0.2	-1
COc1ccc(NC(=S)Nc2ccc(OC)cc2OC)c(OC)c1	10	-4	0	0	1	5	-2	2	-0.2	6
CS(=O)(=O)Nc1ccc2c(c1)[C@@H]1C[C@@H](CC(=O)NCc3cccnc3)O[C@H](CO)[C@@H]1O2	-5	-9	0	-7	-11	-3	2	1	-0.3	-4
CN1C(=O)N(C)c2cccc3cccc1c23	-11	-2	2	-2	2	-1	-4	-3	0.1	8
Cc1ccc(NC(=O)N2CCCC2C(=O)NCc2cccs2)cc1 (configuration not stated)	1	10	3	-42	-12	3	-1	-1	0.0	3
CC(O)(c1ccccc1)c1nc(-c2ccc(Cl)cc2)cs1 (configuration not stated)	-5	11	2	-1	-12	0	0	-3	3.8	-4

High-throughput results as filed in PubChem.

No enrichment for hits. About 4.2% of those tested had a hit in this group.
